# Assay outcomes as filed in PubChem BioAssay.
# Phagocyt inh = blocks phagocytosis by macrophages; J774A.1 macrophage IgG-bead phagocytosis, imaging; inhibition, % at 5 µM; 110,000 compounds, 0.07% hits; AID 1029;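 active = inhibition above the mean of the plate negative controls plus 5 SD, cut at about 13% in these data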;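 also: phagocytic index as fraction of beads internalized from green versus red external bead signal; plate controls were DMSO negative control for no effect and cytochalasin-D positive control for full effect; some results beyond the cut were filed as inactive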
# HCT116 bCat-KO = beta-catenin-lacking colon tumor cell growth suppression. viability, % at 10 µM. 140,000 compounds, 1.5% hits. HCT116 beta-catenin knockout viability, CellTiter-Glo, 60 h; hits give low values. AID 818;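 active = viability at or under a set limit, the compound median less 4 SD, cut at about 6% in these data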;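 also: 0% = Hyamine 1622 control at 20 µM and 100% = untreated cell control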
# MRP-1 activ = activates MRP-1; viability increase, % at 10 µM; 140,000 compounds, 0.61% hits; H69AR cells + doxorubicin, viability rescue, CellTiter-Glo; AID 799;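 active = viability gain under doxorubicin at or above a set limit, the compound median plus 3 SD, cut at about 4.7% in these data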;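 also: MRP-1 overexpressing cells given doxorubicin 25 µM after compound pretreatment; 18-22 h compound pretreatment then 72 h with doxorubicin before readout; 0% = doxorubicin-only wells and 100% = vehicle-treated cells without doxorubicin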
# Yeast lifespan up = extends the lifespan of yeast. S. cerevisiae growth with nicotinamide, OD615; deaD strain in restrictive glucose medium. inhibition of the nicotinamide effect, % at 10 µM. 130,000 compounds, 0.68% hits. AID 775;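 active = inhibition above a set limit, placed 3 SD over the median of all compounds, cut at about 26% in these data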;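 also: 0% = nicotinamide-treated wells and 100% = cells grown without nicotinamide; some compounds called inactive have numbers as strong as hits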
#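 Test system – modified budding yeast, DeaD strain · Compound – single dose 10 µM compound, 0.25% DMSO · Times – culture preincubation 4 h, compound exposure 48 h, both 30 °C · Detection – optical density (absorbance) at 615 nm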
# GALR2 antag = blocks the human galanin receptor 2; AID 828; 140,000 compounds, 0.39% hits; O43603; GALR2-expressing cells, antagonist mode; inhibition, % at 4 µM; in the data active = inhibition above about 27%;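 also: cells stimulated with galanin 1-16 at roughly its EC80; 0% = agonist challenge control and 100% = basal control without agonist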
# Target sequence (O43603 whole entry, looked up): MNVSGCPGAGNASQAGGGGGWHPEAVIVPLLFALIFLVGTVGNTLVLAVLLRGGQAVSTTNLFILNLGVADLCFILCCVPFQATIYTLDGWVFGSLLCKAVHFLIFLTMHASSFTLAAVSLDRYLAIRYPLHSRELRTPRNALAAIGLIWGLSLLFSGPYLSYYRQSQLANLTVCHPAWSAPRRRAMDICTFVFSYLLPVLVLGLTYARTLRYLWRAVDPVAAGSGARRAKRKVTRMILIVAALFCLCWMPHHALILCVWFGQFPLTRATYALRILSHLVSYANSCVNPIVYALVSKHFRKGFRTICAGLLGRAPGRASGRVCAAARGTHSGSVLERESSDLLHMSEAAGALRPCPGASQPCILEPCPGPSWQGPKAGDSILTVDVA
# BB579 growth dn = reduces growth of yeast BB579 in restrictive medium; S. cerevisiae BB579 growth, OD615, 48 h; inhibition, % at 10 µM; 140,000 compounds, 0.51% hits; AID 804;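 active = inhibition above a set limit, 3 SD over the mean compound inhibition, cut at about 44% in these data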; also: inactives centre near -24
#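 System: Saccharomyces cerevisiae DeaD strain BB579, replicative lifespan model yeast | Buffer or medium: Restrictive glucose-based CSMM-D medium | Times: 4 h preincubation and 48 h exposure at 30 °C | Detection: OD615 turbidity measurement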
# NPY Y2 blocker = NPY-Y2 (human) receptor antagonism. NPY-Y2 expressing cells, antagonist mode. P49146. inhibition, % at 2.7 µM. 140,000 compounds, 0.99% hits. AID 793; in the data active = inhibition above about 17%;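 also: 0% = vehicle with agonist challenge and 100% = reference antagonist with challenge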
# Target sequence (P49146 whole entry, looked up): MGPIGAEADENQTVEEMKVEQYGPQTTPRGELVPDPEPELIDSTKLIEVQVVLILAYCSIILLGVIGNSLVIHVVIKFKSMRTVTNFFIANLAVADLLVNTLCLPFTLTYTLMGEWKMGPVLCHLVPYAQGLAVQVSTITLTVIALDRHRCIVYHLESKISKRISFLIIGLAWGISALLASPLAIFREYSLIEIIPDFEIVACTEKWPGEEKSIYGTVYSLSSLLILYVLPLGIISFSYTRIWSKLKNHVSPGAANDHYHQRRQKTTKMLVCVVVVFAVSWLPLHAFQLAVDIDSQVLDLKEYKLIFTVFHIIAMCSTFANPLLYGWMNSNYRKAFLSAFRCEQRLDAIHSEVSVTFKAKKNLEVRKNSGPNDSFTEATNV
# PTEN del growth = suppresses growth of cells with PTEN deletion; HCT116 PTEN-null viability, CellTiter-Glo, 60 h; hits give low values; viability, % at 10 µM; 140,000 compounds, 1.2% hits; AID 827;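 active = viability at or below a set limit, 4 SD under the median of all tested compounds, cut at about 3.7% in these data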;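 also: PTEN knockout HCT116 line with beta catenin targeted HCT116 as companion control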
# E-sel TNF inh = blocks E-selectin expression induced by TNF alpha. inhibition, % at 2 µM. AID 1246. HUVEC TNFa-induced E-selectin immunofluorescence, high content. 120,000 compounds, 0.71% hits;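 active = inhibition above the batch mean plus 3 SD, and confirmed as a hit on visual image review, cut at about 43% in these data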;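 also: 0% = TNF-stimulated DMSO wells and 100% = unstimulated control wells; not every result past the cut was called active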
# Measles CPE = protection of cells from measles virus; 140,000 compounds, 1.5% hits; protection (pct of control), % at 4 µM; AID 841; Measles virus-infected cells, CPE protection, absorbance; in the data active = protection mostly above about 24%, no sharp cut-off; inactive = mostly below about 26%; also: some compounds called inactive have numbers as strong as hits
# * = called active by the depositor; nt = not tested or not shown.
SMILES,Phagocyt inh,HCT116 bCat-KO,MRP-1 activ,Yeast lifespan up,GALR2 antag,BB579 growth dn,NPY Y2 blocker,PTEN del growth,E-sel TNF inh,Measles CPE
Cc1ccc2nc(-c3ccc(N4C(=NC(=O)CCC(=O)O)SC5CS(=O)(=O)CC54)cc3)sc2c1 (centres undefined),-1,85,1.0,-4,1,-20,7,92,nt,16
O=C(Cc1cccs1)Nc1cccc(-c2nc3ccccc3o2)c1,nt,96,-0.9,-9,2,-17,3,92,nt,6
O=C1c2ccccc2NC(c2cccnc2)N1c1ccccc1F (centres undefined),-1,92,-0.3,-2,4,-10,0,98,nt,3
COc1ccc(CNC(=O)c2cnc3cc(C)ccn3c2=O)cc1,0,97,-0.6,-6,11,-6,4,81,15,1
COc1cccc(OC)c1C(=O)Nc1nnc(C(C)C)s1,0,97,-0.8,-7,1,14,9,94,nt,3
COC(=O)c1cccc(S(=O)(=O)N2CCCCC2)c1,0,93,-2.5,-7,2,-18,-1,99,nt,12
O=C(CCCn1c(=S)[nH]c2cc3c(cc2c1=O)OCO3)N1CCN(c2ccccn2)CC1,nt,103,-0.6,-16,6,-15,-1,92,-48,6
Cc1cccc(C)c1NC(=S)N1CCC(N(C)CC2CCCO2)CC1 (centres undefined),-2,85,-2.3,-6,-7,-45,4,80,13,16
CCOc1ccc(C(c2c(NC(=O)c3ccccc3)sc(C)c2C)N2CCN(C)CC2)cc1 (centres undefined),-4,44,-4.8,2,6,-33,3,50,22,9
Cc1cc(O)c(NC(=S)NC(=O)c2ccc(-c3ccc(Cl)cc3)o2)cc1C,0,77,-1.2,-20,-6,-76,5,89,-47,4

# Another view of some results above:
Compound | Phagocyt inh | HCT116 bCat-KO | MRP-1 activ | Yeast lifespan up | GALR2 antag | BB579 growth dn | NPY Y2 blocker | PTEN del growth | E-sel TNF inh | Measles CPE
COc1cccc(OC)c1C(=O)Nc1nnc(C(C)C)s1 | 0 | 97 | -0.8 | -7 | 1 | 14 | 9 | 94 | nt | 3
COC(=O)c1cccc(S(=O)(=O)N2CCCCC2)c1 | 0 | 93 | -2.5 | -7 | 2 | -18 | -1 | 99 | nt | 12
O=C(CCCn1c(=S)[nH]c2cc3c(cc2c1=O)OCO3)N1CCN(c2ccccn2)CC1 | nt | 103 | -0.6 | -16 | 6 | -15 | -1 | 92 | -48 | 6

# The list goes on:
SMILES,Phagocyt inh,HCT116 bCat-KO,MRP-1 activ,Yeast lifespan up,GALR2 antag,BB579 growth dn,NPY Y2 blocker,PTEN del growth,E-sel TNF inh,Measles CPE
Cc1ccccc1NC(=O)c1cccc2nccnc12,-1,77,-5.1,-24,21,4,3,81,-10,37
CC(C)CCNC(=O)C(Cc1ccccc1)NS(=O)(=O)c1ccc2c(c1)c(=O)n(C)c(=O)n2C (centres undefined),0,87,0.4,-7,-5,-24,6,91,19,29
COc1ccccc1NC(=O)NC1(C(=O)N2CCC(O)CC2)CCCCC1,-1,97,-0.2,1,-12,-15,-1,106,-23,6
O=C1SCC(c2ccc(Cl)cc2Cl)=NN1Cc1nnc(-c2ccccc2)o1,0,92,-1.0,1,-2,-29,4,87,nt,6
Cc1ccc(S(=O)(=O)NCC(=O)N(CC(=O)NCC2CCCO2)Cc2ccccc2)cc1 (centres undefined),-3,89,-2.1,-8,2,6,-1,99,6,4
Cc1[nH]n(-c2ccccc2)c(=O)c1N=Nc1cccc(S(=O)(=O)N2CCOCC2)c1,-6,69,-0.1,5,1,-17,-1,98,-13,16
O=C(/C=C/c1ccc(Cl)cc1Cl)N(Cc1ccc(Cl)cc1)C1CCS(=O)(=O)C1 (centres undefined),nt,52,-4.6,0,-7,-40,3,43,nt,4
O=C(CCN1C(=O)/C(=C/c2cccs2)SC1=S)NC1=NCCS1,-3,93,-1.3,-2,-11,-32,3,97,nt,20
COC(=O)C1=C(C)N(CC2CC2)C(=O)N[C@H]1c1ccc(Br)cc1,nt,73,-1.6,8,1,-35,10,74,3,14
CCOC(=O)/C(C#N)=C\N(C)C,nt,92,-2.6,-7,-14,-8,0,91,15,8
O=C(CSc1nnc(CNc2ccc(F)cc2)o1)N1c2ccccc2Sc2ccccc21,nt,66,0.0,-7,-1,-11,-2,60,nt,15
OCCOCCNc1ncnc2c1cnn2-c1ccccc1,nt,88,-1.1,-20,16,-25,1,88,-42,4
O=c1[nH]cc(F)c(=O)[nH]1,nt,29,-0.8,0,9,24,1,26,nt,48
CC1(C)Cc2c(sc3nc(SCC(=O)NCc4ccccc4)n(-c4ccccc4)c(=O)c23)CS1,nt,39,-3.9,-16,6,-47,-1,54,3,38
CCCn1c(=O)c2ccccc2n2c(SCc3c(C(=O)OCC)oc4ccccc34)nnc12,nt,66,-4.4,0,6,-41,7,63,-8,3
C=CCN1C(=O)C(CC(=O)Nc2ccccc2)SC1=Nc1c(C)n(C)n(-c2ccccc2)c1=O (centres undefined),nt,81,-0.4,-14,-3,-5,0,76,-3,7
CCC(=O)Nc1nnc(CCc2ccccc2)s1,nt,98,1.8,nt,7,10,-2,79,3,18
CSc1nc(Oc2ccccc2)c2sccc2n1,0,92,-0.6,-23,3,-62,8,100,10,13
CC(C)(C)SCCNS(=O)(=O)c1ccccc1,1,101,0.1,9,-1,-6,2,107,0,15
COc1ccc(CC(NC(C)=O)C(=O)NC2CCN(C(=O)NCc3ccccc3)CC2)cc1 (centres undefined),0,95,0.6,-6,-2,-2,1,105,17,23

# Structures from the list above that contain two or more sulfur atoms:
SMILES,Phagocyt inh,HCT116 bCat-KO,MRP-1 activ,Yeast lifespan up,GALR2 antag,BB579 growth dn,NPY Y2 blocker,PTEN del growth,E-sel TNF inh,Measles CPE
Cc1ccc2nc(-c3ccc(N4C(=NC(=O)CCC(=O)O)SC5CS(=O)(=O)CC54)cc3)sc2c1 (centres undefined),-1,85,1.0,-4,1,-20,7,92,nt,16
O=C(CCN1C(=O)/C(=C/c2cccs2)SC1=S)NC1=NCCS1,-3,93,-1.3,-2,-11,-32,3,97,nt,20
O=C(CSc1nnc(CNc2ccc(F)cc2)o1)N1c2ccccc2Sc2ccccc21,nt,66,0.0,-7,-1,-11,-2,60,nt,15
CC1(C)Cc2c(sc3nc(SCC(=O)NCc4ccccc4)n(-c4ccccc4)c(=O)c23)CS1,nt,39,-3.9,-16,6,-47,-1,54,3,38
CSc1nc(Oc2ccccc2)c2sccc2n1,0,92,-0.6,-23,3,-62,8,100,10,13
CC(C)(C)SCCNS(=O)(=O)c1ccccc1,1,101,0.1,9,-1,-6,2,107,0,15

# (next part)
SMILES,Phagocyt inh,HCT116 bCat-KO,MRP-1 activ,Yeast lifespan up,GALR2 antag,BB579 growth dn,NPY Y2 blocker,PTEN del growth,E-sel TNF inh,Measles CPE
COc1ccc2nc(NCc3ccccc3)[nH]c2c1,1,21,-2.4,-1,5,-24,1,31,nt,18
CC(=O)Oc1ccccc1C1OCCN1C(C)=O (centres undefined),-1,97,-1.0,-12,3,-16,2,106,-18,15
COc1ccc(/C=N/Nc2ncc(C(F)(F)F)cc2Cl)c(OC)c1OC,3,99,-0.6,-5,1,-49,5,103,-23,3
Cc1ccc(SCc2nc(N)nc(Nc3ccccc3C)n2)c(C)c1,4,84,-0.2,-7,4,-8,5,85,-13,12
CC(=O)c1cccc(-n2c(CCC(=O)O)ccc2-c2cccs2)c1,0,95,-3.9,1,7,-45,6,93,-5,23
CCOC(=O)C(C(=O)Nc1ccccc1)C1CCCCC1 (centres undefined),0,72,-4.2,-11,0,-4,2,75,nt,4
CCCNC(=O)CSc1nnc(C)s1,0,101,-0.1,-7,-3,-8,1,93,1,4
[2H]c1c([2H])c([2H])c(C(=O)c2sc(N3CCCCCC3)nc2-c2ccccc2)c([2H])c1[2H],0,74,-2.8,4,0,-12,4,78,-29,22
O=C(NC1CC1)c1ccc(-c2nc3ccccc3s2)s1,nt,89,-1.4,-26,17,-46,2,83,2,13
COC(=O)c1ccc(CNC(=O)/C=C/c2cc([N+](=O)[O-])ccc2OC(F)F)cc1,0,96,-0.4,-21,2,-36,1,96,nt,11
CSc1ccc(-c2c(C#N)c(N)nc3c2c(C)nn3-c2ccccc2)cc1,-1,68,-2.7,-14,-2,-57,2,60,-13,15
COC(=O)CCC(=O)Nc1ccc(OC)cc1,1,95,-0.9,-13,7,-1,0,92,-15,14
COc1cc2c(cc1Cl)/C(=C\CCN(C)C)c1ccccc1S2,2,13,-5.0,-8,11,-5,11,13,1,4
O=C1C2C3C=CC(C3)C2C(=O)N1Cc1cccnc1 (centres undefined),nt,102,-0.1,-6,-13,-52,2,108,-45,nt
CC1=C/C(=N\OS(=O)(=O)c2ccccc2)C=CC1=O,nt,13,-4.1,nt,54*,-42,5,30,4,2
Cc1nn2c3c(cnc2c1-c1ccccc1)C(=O)CC(c1ccccc1)C3 (centres undefined),nt,89,-2.3,-14,-3,-13,0,84,-2,9
O=C(CC1(O)C(=O)c2ccccc2C1=O)c1ccccc1,-1,90,-0.8,5,0,-38,0,109,-18,5
COc1cc2[nH]c(=O)n(C3CCCCC3)c(=O)c2cc1OC,-1,89,-3.6,-16,12,-51,1,87,5,16
Cn1c(=O)c2c(nc(CN3CCOCC3)n2CCCc2ccccc2)n(C)c1=O,nt,85,1.2,nt,5,-30,-3,97,1,12
Cc1ccc(NC(=O)NC(=O)N(c2ccccc2)S(C)(=O)=O)cc1,-3,90,-0.8,2,-6,5,2,86,-72,8
COc1ccc(-c2nn(-c3ccccc3)cc2/C=N/NC(=O)c2ccc3c(c2)OCO3)cc1,nt,72,-3.8,-12,-17,1,6,67,-5,6
COC(=O)CC1=C(C(=O)OC)C(c2cc(OC)c(OC)cc2OC)C(C#N)=C(N)O1 (centres undefined),0,106,-3.4,-7,-12,-35,3,102,-3,1
CCOC(=O)c1c(C)n(C)c2ccc(OCC(O)Cn3nc(C)cc3C)cc12 (centres undefined),3,91,-0.9,-8,-7,-13,2,84,25,7
C/C(=N/NS(=O)(=O)c1ccc(C)cc1)c1cccc(NC(=O)c2cccc(Cl)c2)c1,nt,89,-1.6,-14,5,-14,0,69,-9,6
COc1ccccc1OCC(=O)Nn1c(=S)[nH]c2ncccc2c1=O,-3,91,1.9,-1,10,-32,8,101,nt,10
O=C(COC(=O)C12CC3CC(CC(O)(C3)C1)C2)N1CCN(S(=O)(=O)c2ccc(Cl)cc2)CC1,nt,81,-2.8,-5,1,-30,6,82,9,8
O=S(=O)(c1ccc(Cl)c(NC(=S)Nc2ccccc2N2CCOCC2)c1)N1CCOCC1,-2,92,-3.7,10,5,-34,7,94,-7,8
